ERAP1 inh – ERAP1 (human) enzyme inhibition. Q9NZ08. recombinant ERAP1, Leu-AMC fluorescence, 60 min. inhibition, % at 10.7 µM. 340,000 compounds, 0.15% hits;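 active = mean replicate inhibition of at least 30%, or all replicates individually reaching that 30% level; inactive = mean below 30% and not every replicate reaching it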;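 note: 0% = neutral control wells and 100% = L-leucinethiol positive control wells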
Target sequence (Q9NZ08 whole entry, looked up): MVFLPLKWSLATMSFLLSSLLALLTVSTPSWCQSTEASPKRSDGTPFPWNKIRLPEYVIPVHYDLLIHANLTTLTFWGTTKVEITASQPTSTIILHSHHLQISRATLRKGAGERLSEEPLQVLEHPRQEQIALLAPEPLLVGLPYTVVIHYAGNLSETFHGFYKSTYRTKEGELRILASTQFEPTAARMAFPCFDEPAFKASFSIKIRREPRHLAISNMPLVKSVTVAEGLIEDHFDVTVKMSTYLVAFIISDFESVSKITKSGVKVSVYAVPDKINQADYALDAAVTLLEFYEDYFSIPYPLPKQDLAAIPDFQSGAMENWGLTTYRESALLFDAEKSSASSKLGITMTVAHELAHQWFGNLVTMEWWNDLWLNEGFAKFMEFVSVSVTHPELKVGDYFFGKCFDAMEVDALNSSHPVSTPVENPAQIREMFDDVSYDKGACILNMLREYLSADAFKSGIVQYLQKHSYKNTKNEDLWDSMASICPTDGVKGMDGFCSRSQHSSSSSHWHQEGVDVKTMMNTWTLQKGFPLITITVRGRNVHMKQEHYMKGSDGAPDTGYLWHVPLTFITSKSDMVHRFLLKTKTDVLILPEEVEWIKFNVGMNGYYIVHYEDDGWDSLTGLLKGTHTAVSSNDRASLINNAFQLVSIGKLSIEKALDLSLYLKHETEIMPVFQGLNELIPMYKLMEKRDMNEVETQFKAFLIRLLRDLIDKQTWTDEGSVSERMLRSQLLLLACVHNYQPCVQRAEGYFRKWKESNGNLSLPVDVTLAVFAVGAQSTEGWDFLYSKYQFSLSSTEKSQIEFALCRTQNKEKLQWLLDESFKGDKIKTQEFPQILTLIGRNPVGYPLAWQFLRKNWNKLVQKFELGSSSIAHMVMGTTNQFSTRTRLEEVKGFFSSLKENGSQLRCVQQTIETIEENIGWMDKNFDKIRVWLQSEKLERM
PglD DTNB – PglD (C. jejuni) enzyme inhibition. 360,000 compounds, 0.098% hits. inhibition, % at 12.5 µM. purified PglD enzyme, DTNB colorimetric CoA detection; in the data active = inhibition above about 16%, passing the limit was not always enough; note: strong numbers were not always called active
EWS-Fli block – EWS/Fli transcriptional activity inhibition. A673 NR0B1-luciferase reporter, viability-normalised. inhibition, % at 12.6 µM. 350,000 compounds, 0.67% hits;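 active = mean inhibition of at least 50% after viability correction, with every replicate also passing that limit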;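 note: firefly luciferase signal divided by Alamar Blue viability fluorescence both relative to DMSO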
PGC1a acetyl inh – modulators of PGC1a acetylation. U2OS PGC1a acetylation, AlphaScreen anti-acetyl-lysine; with virally co-expressed GCN5 acetyltransferase. inhibition, % at 15.6 µM. 350,000 compounds, 0.17% hits. AID 651687;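 active = every replicate shows inhibition of at least 40%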;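 note: 0% = neutral control wells and 100% = positive control wells; some results beyond the cut were filed as inactive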
LGR2 inh – Drosophila LGR2 receptor signaling inhibition; HEK293 LGR2, CRE-luciferase, bursicon-stimulated, 4 h; inhibition, % at 9.99 µM; 380,000 compounds, 0.35% hits;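 active = drop in luminescence signal, shown as inhibition above about 50% in the replicate tests, limit read from the data, passing the limit was not always enough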;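 note: agonist challenge used bursicon conditioned medium at about half maximal strength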
FN deposit inh – fibronectin deposition inhibition. AH1F fibroblasts, Alexa488-fibronectin deposition fluorescence, overnight. inhibition, % at 12.6 µM. 350,000 compounds, 0.086% hits. AID 743247;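 active = mean inhibition across replicates of 30% or more, regardless of how many single replicates reach that level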;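 note: positive control wells lacked labelled fibronectin entirely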
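Test system: AH1F fibroblast monolayer depositing Alexa488-labelled fibronectin into matrix. Input: 10000 cells per well. Technique: fluorescence, ex 485 nm, em 525 nm. Buffer or medium: DMEM plus 2% serum, read in PBS. Timing: 1 h cell adhesion before compound, then overnight fibronectin incubation. Compound: single dose, pinned. Read-out basis: inhibition from reduced deposited-fibronectin fluorescence.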
PAX8 inh HTS – PAX8 transcriptional activity inhibition. RMG-I TPO-luciferase reporter, SteadyGlo, 24 h. inhibition, % at 12.6 µM. 360,000 compounds, 1.2% hits. AID 652154;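 active = mean replicate inhibition at least 60% with every replicate also reaching 60%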;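 note: luciferase light reporting Pax8 driven TPO promoter activity; plate controls were median of neutral control wells for no effect and mitoxantrone controls for full effect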
S100A4 MyoIIA – inhibitors of human S100A4 binding to myosin IIA peptide; S100A4/TAMRA-MyoIIA peptide fluorescence polarization; P26447; AID 652163; inhibition, % at 10.7 µM; 360,000 compounds, 0.14% hits;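 active = mean inhibition of at least 70% across replicates, with every replicate also reaching that level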
Target sequence (P26447 whole entry, looked up): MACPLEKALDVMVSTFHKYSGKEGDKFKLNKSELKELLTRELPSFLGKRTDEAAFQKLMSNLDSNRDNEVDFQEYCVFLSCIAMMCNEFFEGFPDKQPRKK
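Test system – S100A4 monomer (human) · Compound – single-point compound testing · Schedule – 5 min incubation before reading · Probe or stimulus – TAMRA-labelled myosin IIA heavy-chain peptide probe, 5 nM · Benchmarks – neutral control DMSO, positive control TFP · Medium – Calcium-containing HEPES buffer, pH 7.2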
Starred values were filed as active, the others as inactive; nt = no result given; & = joins results of further samples. Rows are unselected. Share with any hit: about 2.1%.

SMILES	ERAP1 inh	PglD DTNB	EWS-Fli block	PGC1a acetyl inh	LGR2 inh	FN deposit inh	PAX8 inh HTS	S100A4 MyoIIA
O=C(CN1CCN(S(=O)(=O)c2ccc(F)cc2)CC1)Nc1ccc(Cl)cn1	1	-5	3	-8	13	2	-4	5
COc1ccc(S(=O)(=O)N2CCN(C(=O)c3cc(C)oc3C)CC2)cc1	1	nt	11	-12	-33	5	-6	0
COc1ccccc1C(=O)COC(=O)CNS(=O)(=O)c1ccc(C)c(C)c1	-6	-3	-1	-2	-1	-3	6	4
CC(C)C(c1nnnn1C1CCCCC1)N1CCCc2ccccc21 (stereo unspecified)	nt	-1	nt	-15	nt	1	34	nt
CCOc1ccccc1NC(=O)CN(C)S(=O)(=O)c1ccc2[nH]c(=O)oc2c1	1	1	-4	-3	12	-7	-6	-3
CCOc1ccccc1OCCCCOc1ccccc1F	-3	1	4	nt	nt	11	18	-5
COc1ccc(S(=O)(=O)N(C)C[C@H]2Oc3c(NC(=O)C4CCCCC4)cccc3C(=O)N([C@H](C)CO)C[C@@H]2C)cc1	1&1	3&7	5&13	9&3	2	-11	12&-3	-10&-2
CCn1c(C)nc2cc(C(=O)NNC(=S)Nc3ccc(F)cc3)ccc21	1	nt	-52	-6	-69	-1	-196	-5
COc1ccc(Cl)cc1-c1nc(SCC(=O)N(C)C)n[nH]1	4	nt	-4	nt	-1	1	0	0
CS(=O)(=O)Nc1ccccc1NS(C)(=O)=O	nt	0	2	-1	-10	8	2	-11
Cc1ccc(N(CC(=O)NC(C)c2ccccc2)S(=O)(=O)c2c(C)noc2C)cc1 (stereo unspecified)	-1	27*	nt	nt	10	-11	9	0
CO[C@H]1CN(C)C(=O)c2cc(NC(=O)c3cnccn3)ccc2OC[C@@H](C)N(CCc2ccccc2)C[C@H]1C	0	-1	0	-2	-10	0	-4	21
CCOc1cc(C(=O)OCC(=O)Nc2ccc(F)cc2Cl)ccc1OCC(=O)N1CCOCC1	-8	2	1	6	-3	1	1	5
CNC[C@H]1Oc2ccc(NC(=O)C3CC3)cc2CC(=O)N([C@@H](C)CO)C[C@@H]1C	-2	1	6	5	-3	nt	-3	-3
C[C@@H](NC(=O)c1nc[nH]c1C(=O)NCc1ccc(CNC(=O)OC(C)(C)C)cc1)c1ccccc1	0	0	1	-19	15	3	5	-4
CC1=C(C)CC(C(=O)NC2CCCC2)C(C(=O)O)C1 (stereo unspecified)	-1	-1	4	nt	2	-2	-10	2
C[C@@H]1CCCCO[C@@H](CN(C)Cc2ccc(C(=O)O)cc2)[C@@H](C)CN([C@H](C)CO)C(=O)c2cc(NS(C)(=O)=O)ccc2O1	1&1	-4	0&-4	8	15&11	0	-7&-7	39&-10
CCOC(=O)c1cc2c(=O)n3ccccc3nc2n(CCCOC)c1=NC(=O)c1ccncc1	-26	nt	4	nt	11	9	5	-8
CCOP(=O)(OCC)c1ccc2ccc3ccccc3c(=O)c2c1	nt	-3	1	-1	-7	3	1	0
Cc1ccc(S(=O)(=O)/N=C(/Nc2c(C)cccc2C)c2ccccc2)cc1	-5	-1	4	-10	-1	-5	17	-5
Cc1cc(NC(=O)/C(C#N)=C\c2ccc(-c3ccc(SC(F)F)cc3)o2)n(-c2ccccc2)n1	-1	nt	7	6	4	1	-1	13
CCC(C(=O)NCc1ccco1)N(C(=O)CNS(=O)(=O)c1ccccc1)c1ccccc1C (stereo unspecified)	-3	nt	0	nt	-2	-2	7	-5
COc1ccc(NC(=O)Nc2ccc3c(c2)CC(=O)N([C@@H](C)CO)C[C@@H](C)[C@@H](CN(C)Cc2ccc(C(F)(F)F)cc2)O3)cc1	nt	3	14	-6	28	nt	-39	nt
COc1ccc(NC(=O)CN(C)CC(=O)Nc2cccc(F)c2)cc1S(=O)(=O)N1CCCCC1	2	2	-5	7	-5	-1	13	10
CCc1ccc(N/C(SC)=C(/C#N)C(N)=O)cc1	1	nt	-14	2	-8	nt	nt	-3

3 entries out of the list, arranged by formula weight, falling:
SMILES	ERAP1 inh	PglD DTNB	EWS-Fli block	PGC1a acetyl inh	LGR2 inh	FN deposit inh	PAX8 inh HTS	S100A4 MyoIIA
Cc1ccc(N(CC(=O)NC(C)c2ccccc2)S(=O)(=O)c2c(C)noc2C)cc1 (stereo unspecified)	-1	27*	nt	nt	10	-11	9	0
COc1ccccc1C(=O)COC(=O)CNS(=O)(=O)c1ccc(C)c(C)c1	-6	-3	-1	-2	-1	-3	6	4
CCc1ccc(N/C(SC)=C(/C#N)C(N)=O)cc1	1	nt	-14	2	-8	nt	nt	-3

Further compounds follow.
SMILES	ERAP1 inh	PglD DTNB	EWS-Fli block	PGC1a acetyl inh	LGR2 inh	FN deposit inh	PAX8 inh HTS	S100A4 MyoIIA
Cc1ccc(N(C(C)C(=O)Nc2c(C)n(C)n(-c3ccccc3)c2=O)S(C)(=O)=O)cc1C (stereo unspecified)	-4	-1	2	-1	nt	-2	7	1
C/C=C/c1ccc([C@@H]2[C@H](CO)N(Cc3cncnc3)C23CN(C(=O)CC2CC2)C3)cc1	-2	nt	0	1	4	nt	6	5
C[C@@H]1CN([C@H](C)CO)C(=O)c2cccc(NC(=O)Nc3ccc(C(F)(F)F)cc3)c2O[C@H]1CN(C)Cc1ccncc1	0	0	1	0	26	nt	13	2
O=C1CN(Cc2ccc(F)cc2)C[C@H]2[C@@H](c3ccc(Br)cc3)[C@@H](CO)N12	-2	nt	16	3	10	nt	6	3
Cn1nc(NC(=O)C(F)(F)F)c2ncc(-c3ccccc3)nc21	-7	2	-49	2	-33	5	-103	-2
Cc1cc(C)c(NC(=O)CSc2nc3[nH]ncc3c(=O)[nH]2)c(C)c1	3	-3	-6	nt	11	2	8	-3
CCOc1ccccc1N(CC(=O)NC1CCCCC1)S(=O)(=O)c1ccccc1	-4	-1	15	-14	23	-1	8	-11
COc1ccc(S(=O)(=O)N2CCOCC2)cc1NC(=O)CC1CC2CCC1C2 (stereo unspecified)	0	-2	9	6	-5	4	-15	-7
O=C(Nc1ccccc1C(=O)O)c1ccc(Br)c(S(=O)(=O)NCc2ccccc2)c1	-4	nt	5	6	18	1	-19	-1
O=C(OCCNC(=O)c1cc2ccccc2oc1=O)c1cccnc1	nt	1	nt	11	nt	3	-1	nt
O=C(O)c1ccc(-c2nnc(-c3cccc(Br)c3)o2)cc1	-7	7	-65	1	-11	-1	-43	12
COc1cccc(NC(=O)c2cc([N+](=O)[O-])ccc2NCc2cccnc2)c1	nt	-10	nt	nt	1	-1	-34	nt
Cn1c(Nc2ccc(Cl)cc2F)nc2cc(-c3ccccc3)sc2c1=O	-1	-1	8	-12	4	-8	19	0
CCNC(=O)[C@H]1[C@H](CO)[C@H]2Cn3c(ccc(-c4ccccc4F)c3=O)[C@H]2N1C	1	-2	-1	nt	-3	nt	-4	1
O=C(O)c1ccc(N/N=C/c2cn(-c3ccccc3)nc2-c2cccs2)cc1	-19	nt	-12	10	-11	-3	-77	-6
Cc1csc(SCC(=O)Nc2cccc(C)c2C)n1	-1	-7	-8	nt	2	10	-36	-3
CC(C)(O)C#Cc1ccc(CN2CCN(Cc3ccccc3)C(CCO)C2)s1 (stereo unspecified)	-5	nt	5	nt	44	nt	8	0
O=C(COc1ccccc1)NCC(=O)N/N=C/c1cc(Br)ccc1OCc1ccccc1	-4	nt	-24	nt	9	-18	12	-9
NC(=O)c1ccc(NC(=O)COC(=O)/C=C/c2ccc(Br)o2)cc1	1	-4	-2	11	-5	nt	-12	-1
COc1ccc(S(=O)(=O)Nc2ccc3c(c2)C(=O)N([C@H](C)CO)C[C@H](C)[C@@H](CN(C)S(=O)(=O)c2ccccc2)O3)cc1	-3&-11	-2	0&1	-9&-1	-3&0	-1	-8	-2&-33
COc1cc(/C=C2\C(=N)N3N=C(S(C)(=O)=O)SC3=NC2=O)ccc1OCCOc1ccc(C)cc1	0	-8	-14	-19	2	2	-11	8
Cc1noc(/C=C/N(C)C)c1S(=O)(=O)N1CCCC(C(=O)N2CCCCC2)C1 (stereo unspecified)	9	-2	8	nt	nt	-1	-15	-4
COc1ccc(NC(=O)COC(=O)[C@@H](NC(=O)c2c(F)cccc2F)C(C)C)cc1	-4	nt	3	nt	3	13	-7	-2
CN(C)C(=O)[C@H]1[C@H](CO)[C@H]2Cn3c(cccc3=O)[C@H]2N1C(=O)C1CCCCC1	0	-1	8	nt	-1	nt	nt	-6
Cc1ccc2c(c1)NC(=O)C(CC(=O)NCCCN1CCCC1)O2 (stereo unspecified)	0	3	5	3	19	4	-2	-2
Continuation:
SMILES	ERAP1 inh	PglD DTNB	EWS-Fli block	PGC1a acetyl inh	LGR2 inh	FN deposit inh	PAX8 inh HTS	S100A4 MyoIIA
CCOC(=O)c1[nH]c2ccc(OC)cc2c1NC(=O)CCN1CCSCC1	2	nt	12	nt	16	1	28	-1
COc1ccc(Cl)cc1NC(=O)CCN1C(=O)C2C3CCC(C3)C2C1=O (stereo unspecified)	-7	4	0	11	-16	22	0	1
O=C1[C@H]2CC3C=CC2(O3)[C@@H]2OCCCN12 (stereo partly specified)	nt	2	13	-2	-10	-9	-4	-2
c1ccc2c(C[C@@H]3CNCCN3CCC34CC5CC(CC(C5)C3)C4)cccc2c1	2	-1	3	nt	-9	-6	-17	-1
COc1ccc(C(C(=O)NC2CCCC2)N(C(=O)CNC(=O)c2ccco2)c2cccnc2)cc1 (stereo unspecified)	2	4	-13	-10	-6	-3	4	-2
Cc1cccc(N2CC(C(=O)Nc3nnc(SCC(=O)Nc4cc(C)on4)s3)CC2=O)c1 (stereo unspecified)	-1	nt	1	nt	7	6	9	-2
CCCn1c(SCC(=O)Nc2cccnc2Cl)n[nH]c1=O	-3	-2	7	-3	6	-2	0	-5
O=C(Nc1ccc2c(c1)[C@@H]1C[C@H](CC(=O)N3CCOCC3)O[C@@H](CO)[C@@H]1O2)NC1CCCC1	0	-2	-3	5	-4	3	6	5
Cc1ccnc(NS(=O)(=O)c2ccc(NC(=O)c3ccc(S(=O)(=O)N4CCCC4)cc3)cc2)n1	3	nt	5	nt	6	4	4	19
C[C@@H]1CCCCO[C@@H](CN(C)Cc2ccncc2)[C@H](C)CN([C@H](C)CO)C(=O)c2cc(NS(=O)(=O)c3ccccc3)ccc2O1	-1	-2	5	-15	12	7	-10	25
O=C(Cc1ccc(S(=O)(=O)N2CCOCC2)s1)Nc1ccccc1N1CCOCC1	4	1	-32	5	12	8	2	0
COC(C(=O)Nc1ccnn1C1CCN(Cc2ccc(Cl)s2)CC1)c1ccccc1 (stereo unspecified)	2	1	4	10	5	-1	10	7
CCOc1ccc2[nH]c3c(NCCc4ccc(OC)c(OC)c4)ncnc3c2c1	-2	nt	6	nt	36	4	12	3
CCOC1=C2[C@@H](CN(S(=O)(=O)c3ccc(C)cc3)[C@H]2c2cccs2)[C@H]2C(=O)N(c3ccccc3)C(=O)[C@H]2C1	-2	-3	-6	-4	18	0	-2	0
Nc1c(NC=O)c(=O)n(Cc2ccccc2)c(=O)n1Cc1ccccc1	nt	nt	-4	nt	12	0	6	0
Cc1c(NC(=O)c2cccc(F)c2)c(=O)n(-c2ccccc2)n1C	-5	0	-6	4	-3	nt	nt	-5
CCCNC(=O)C1CCN(S(=O)(=O)c2c(C)noc2/C=C\c2ccc(OC)cc2)CC1	0	-10	1	nt	nt	8	5	-7
O=c1[nH]c2cc([N+](=O)[O-])ccc2c2cc(Br)ccc12	0	-4	4	-7	nt	nt	27	1

Gathered by group, those above with a nitro group on carbon
SMILES	ERAP1 inh	PglD DTNB	EWS-Fli block	PGC1a acetyl inh	LGR2 inh	FN deposit inh	PAX8 inh HTS	S100A4 MyoIIA
COc1cccc(NC(=O)c2cc([N+](=O)[O-])ccc2NCc2cccnc2)c1	nt	-10	nt	nt	1	-1	-34	nt
O=c1[nH]c2cc([N+](=O)[O-])ccc2c2cc(Br)ccc12	0	-4	4	-7	nt	nt	27	1
